Gli-Sufu block – antagonists of Gli-Sufu signaling | Sufu-KO-LIGHT fibroblasts, Gli luciferase reporter luminescence | inhibition, % at 5 µM | 340,000 tested, 0.74% active;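 active means inhibition above about 55%, limit read from the data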;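 further: 0% = DMSO-treated cells and 100% = wells with medium but no cells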
Jurkat NFkB inh – lowers PMA/ionomycin-induced NF-kB signal in Jurkat cells; AID 435003; 330,000 tested, 0.53% active; PMA/ionomycin-induced NF-kB luciferase reporter, luminescence; inhibition, % at 4 µM
UBC13 polyUb – human UBC13 polyubiquitination inhibition; inhibition, % at 20 µM; 330,000 tested, 0.47% active; P61088; UBC13 polyubiquitin chain formation, TR-FRET; in the data active means inhibition above about 45%, passing the limit was not always enough; inconclusive means no clear call, values can overlap the other calls
Target sequence (P61088 whole entry, looked up): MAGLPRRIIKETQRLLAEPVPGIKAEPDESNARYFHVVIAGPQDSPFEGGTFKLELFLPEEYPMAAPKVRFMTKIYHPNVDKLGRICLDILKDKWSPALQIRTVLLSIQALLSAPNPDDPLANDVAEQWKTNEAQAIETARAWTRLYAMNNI
697 NFkB inh – lowers PMA/ionomycin-induced NF-kB signal in 697 B cells | AID 435022 | inhibition, % at 4 µM | 330,000 tested, 0.33% active | 697 B-cell NF-kB luciferase reporter, 16 h; in the data active means inhibition above about 35%
Apaf1 inhib – inhibitors of human Apaf-1 apoptosome. 330,000 tested, 0.71% active. reconstituted apoptosome caspase-3 activity, DEVD-Rh110 fluorescence. inhibition, % at 20 µM. O14727; active means inhibition of at least 40% at 20 µM;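 further: plate controls were DMSO wells for no effect and DEVD-CHO caspase inhibitor wells for full effect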
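Assay system: Apoptosome proteins | Medium: pH 7.5 Hepes buffer with CHAPS, BSA, DTT | Also added: Cytochrome c and DEVD-Rh110 substrate | Times: 30 min plus 50 min, RT | Detection: Rhodamine 110 fluorescence at Ex 480/Em 540 nm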
SENP8 block – inhibitors of human SENP8 protease | 330,000 tested, 1.2% active | AID 2540 | purified SENP8, Z-RLRGG-aminoluciferin cleavage, luminescence | Q96LD8 | inhibition, % at 10 µM
SENP7 inh – SENP7 protease inhibition | 330,000 tested, 1.5% active | inhibition, % at 5 µM | recombinant SENP7, Z-RLRGG-aminoluciferin luminescence, 40 min | AID 434973;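 active means inhibition above about 50% at the single test dose, limit read from the data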;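 further: plate controls were DMSO with enzyme for no effect and no enzyme buffer wells for full effect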
HKDC1 inh – blocks human hexokinase HKDC1 activity. recombinant HKDC1, G6PDH/diaphorase resazurin coupled fluorescence. inhibition, % at 20 µM. 340,000 tested, 0.16% active;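 active means inhibition above about 35% when tested at 20 µM, limit read from the data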;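 further: plate controls were DMSO wells with enzyme for no effect and DMSO wells lacking enzyme for full effect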
Target sequence (Q2TB90 whole entry, looked up): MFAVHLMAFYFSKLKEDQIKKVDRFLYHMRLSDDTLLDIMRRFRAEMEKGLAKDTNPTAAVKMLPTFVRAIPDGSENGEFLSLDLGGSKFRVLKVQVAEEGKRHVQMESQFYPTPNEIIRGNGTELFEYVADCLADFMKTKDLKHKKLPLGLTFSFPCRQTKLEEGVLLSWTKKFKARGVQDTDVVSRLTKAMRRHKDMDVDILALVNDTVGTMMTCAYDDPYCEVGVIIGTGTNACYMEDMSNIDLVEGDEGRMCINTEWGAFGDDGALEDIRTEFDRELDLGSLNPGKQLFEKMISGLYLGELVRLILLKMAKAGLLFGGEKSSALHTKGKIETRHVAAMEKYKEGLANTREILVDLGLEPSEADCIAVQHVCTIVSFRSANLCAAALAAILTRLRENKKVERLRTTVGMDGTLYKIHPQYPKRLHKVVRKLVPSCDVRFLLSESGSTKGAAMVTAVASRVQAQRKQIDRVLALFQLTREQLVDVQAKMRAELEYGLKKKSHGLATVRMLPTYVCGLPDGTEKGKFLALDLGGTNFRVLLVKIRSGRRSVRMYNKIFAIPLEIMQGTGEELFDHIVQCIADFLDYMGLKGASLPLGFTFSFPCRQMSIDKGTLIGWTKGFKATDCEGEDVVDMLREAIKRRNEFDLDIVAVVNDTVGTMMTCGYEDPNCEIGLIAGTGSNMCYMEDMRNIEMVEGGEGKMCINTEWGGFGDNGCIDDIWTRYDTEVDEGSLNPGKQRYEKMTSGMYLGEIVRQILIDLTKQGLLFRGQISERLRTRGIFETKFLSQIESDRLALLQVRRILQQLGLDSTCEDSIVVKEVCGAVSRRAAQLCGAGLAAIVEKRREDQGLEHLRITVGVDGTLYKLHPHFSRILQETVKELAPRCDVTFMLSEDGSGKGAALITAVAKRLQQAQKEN
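Test system: Recombinant HKDC1 (HK5) hexokinase enzyme, produced in-house | Input: HKDC1 at 5 µg/mL | Buffer or medium: Tris pH 8.0 buffer with MgCl2, Tween-20, BSA, BME | Schedule: 90 min reaction incubation at room temperature, dark | Technique: Resazurin-to-resorufin fluorescence via G6PDH and diaphorase coupling, 525/613 nm | Controls: DMSO wells with and without enzyme mix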
The depositor's hits bear a star; ? = inconclusive; · = not tested or not shown. Unless noted, no stated cut-off is given here; in the data, active means inhibition above about 50%; inactive means the rest.

Screens in order – 697 NFkB inh, Apaf1 inhib, Gli-Sufu block, UBC13 polyUb, SENP7 inh, Jurkat NFkB inh, HKDC1 inh, SENP8 block
1. Cc1csc(SCC(=O)NC2CCS(=O)(=O)C2)n1 (configuration not stated)
→ 3, -2, 2, 13, 3, -7, -6, -4
2. COc1cc(NC(=O)CN2C(=O)NC(C)(c3ccc(OC(F)F)cc3)C2=O)cc(OC)c1OC (configuration not stated)
→ 12, 1, 0, 3, 2, 2, 0, 1
3. O=C(COC(=O)COc1ccccc1F)Nc1cccc(S(=O)(=O)N2CCCCC2)c1
→ 14, 11, 16, 18, -5, -1, -3, 1
4. Cn1cc(-c2cccc(C(F)(F)F)c2)cc(C#N)c1=O
→ 16, -2, 6, 10, 5, -11, -2, 7
5. CC1CC2(NC(=O)NC2=O)C(C)CN1C (configuration not stated)
→ 2, 2, -15, -1, -8, 0, -2, -8
6. COc1cc(SC)ccc1C(=O)N1CCCCCC1
→ -29, 13, 3, -12, -10, -11, 2, -8
7. CC(C)C[C@H](NC(=O)c1[nH]cnc1C(=O)Nc1ccc(CNC(=O)OC(C)(C)C)cc1)C(=O)OCc1ccccc1
→ -12, 24, 7, -41, -3, 14, 1, -7
8. COC(=O)C1(Cc2ccc(O)cc2)OC(=O)C(O)=C1c1ccc(O)cc1 (configuration not stated)
→ 4, -2, 0, -32, -2, -4, 5, 0
9. CCOC(=O)c1cc(-c2ccccc2)n(CC(=O)N2CCCC2)c1C
→ -3, 3, 9, -9, 15, -6, -3, -7
10. O=C1c2cccnc2C(=O)N1Cc1ccc(S(=O)(=O)N2CCN(c3ccccc3)CC2)cc1
→ -17, 9, -2, -10, -10, 7, -6, 0
11. CC(=O)Nc1ccccc1C(=O)N1CC(C)OC(C)C1 (configuration not stated)
→ -1, -14, -4, -5, 7, -5, -3, 1
12. CCN(CC(O)c1cccc(O)c1)C(=O)C12CC3CC(CC(C3)C1)C2 (configuration not stated)
→ -5, 14, -1, 16, -5, -13, 1, -6
13. CCCn1cc([C@@H]2C[C@H]3CN(Cc4cccc(Cl)c4)C(=O)[C@]34CCCN24)c(C)n1
→ 22, 1, 6, 3, 4, 4, -6, 1
14. CCOC(=O)c1ccccc1NC(=S)N1CCC(C)CC1
→ -8, 13, 2, -7, 7, 8, -10, -7
15. CN1CCCc2cc(C=O)ccc21
→ -15, 2, -5, -7, 8, -1, 2, 4
16. Cc1ccc(OCC(=O)N2CCCCC2)c(Br)c1
→ -31, 1, -29, -7, -9, -2, -3, -8
17. CN(C)c1cccc(C(=O)N/C=C/n2cnc3cc(C(F)(F)F)ccc32)c1
→ 9, -2, -6, 14, -4, 5, 16, -1
18. Cc1cc(C(=O)N(C)Cc2ccc(Br)cc2)no1
→ -10, 0, -4, 7, 8, 2, 0, 9
19. Cc1c(C(=O)Nc2cccc(S(=O)(=O)N3CCCC3)c2)oc2ccccc12
→ 9, 1, -2, -10, -7, -12, -3, -16
20. COc1ccc(OC)c(S(=O)(=O)NC2CCN(Cc3ccccc3)CC2)c1
→ -8, -14, 3, -4, 0, 6, -7, 1
21. C=C(C)CSc1nc2c(c(=O)[nH]c(=O)n2C)n1Cc1ccccc1
→ -19, 13, ·, 4, -10, -3, -2, -5
22. CCNC(=O)CC1C(=O)N(c2ccc(F)cc2)C(=O)N1CCC(C)C (configuration not stated)
→ 16, -14, 4, 6, -3, 4, -6, 0
23. CSc1nc2c(c(=O)[nH]1)C(c1ccc(C(F)(F)F)cc1)CC(=O)N2 (configuration not stated)
→ 14, 1, 2, 3, -5, 4, -7, 0
24. CCNC(=O)C(CC(C)C)NC(=O)C(CO)NC(=O)C1CCC(=O)N1 (configuration not stated)
→ 14, 2, 1, -6, -12, 0, -1, -8
25. CCOc1ccc2c(c1)C(=NNC(=O)c1ccncc1)c1cc(OCC)ccc1-2
→ -81, 19, 48, -61, -8, -21, -5, -8
26. C=CCNC(=S)N1CCOCC1
→ 8, 6, -6, -9, 3, -15, -5, 5
27. COC(=O)c1cc(C(=O)OCC(=O)Nc2ccccc2OC(F)F)cc([N+](=O)[O-])c1
→ 10, 0, 1, -2, 0, 6, -12, -9
28. Cc1csc2nc(CNS(=O)(=O)c3ccc(-c4ccccc4)cc3)cn12
→ -10, 7, 27, 11, 1, 5, -1, 8
29. Cc1nnc(N)nc1C
→ -13, 1, -2, -7, 2, -3, -4, -3
30. COc1ccc(NC2=NCC(=O)N2c2ccccc2F)c(OC)c1
→ 11, 1, 1, 3, 4, 6, -2, 3

Retrieved by structure from the list above, 4 records:
Screens in order – 697 NFkB inh, Apaf1 inhib, Gli-Sufu block, UBC13 polyUb, SENP7 inh, Jurkat NFkB inh, HKDC1 inh, SENP8 block
23. CSc1nc2c(c(=O)[nH]1)C(c1ccc(C(F)(F)F)cc1)CC(=O)N2 (configuration not stated)
→ 14, 1, 2, 3, -5, 4, -7, 0
22. CCNC(=O)CC1C(=O)N(c2ccc(F)cc2)C(=O)N1CCC(C)C (configuration not stated)
→ 16, -14, 4, 6, -3, 4, -6, 0
21. C=C(C)CSc1nc2c(c(=O)[nH]c(=O)n2C)n1Cc1ccccc1
→ -19, 13, ·, 4, -10, -3, -2, -5
9. CCOC(=O)c1cc(-c2ccccc2)n(CC(=O)N2CCCC2)c1C
→ -3, 3, 9, -9, 15, -6, -3, -7

5 entries from above, with bars between the fields:
cpd | SMILES | 697 NFkB inh | Apaf1 inhib | Gli-Sufu block | UBC13 polyUb | SENP7 inh | Jurkat NFkB inh | HKDC1 inh | SENP8 block
29 | Cc1nnc(N)nc1C | -13 | 1 | -2 | -7 | 2 | -3 | -4 | -3
15 | CN1CCCc2cc(C=O)ccc21 | -15 | 2 | -5 | -7 | 8 | -1 | 2 | 4
12 | CCN(CC(O)c1cccc(O)c1)C(=O)C12CC3CC(CC(C3)C1)C2 (configuration not stated) | -5 | 14 | -1 | 16 | -5 | -13 | 1 | -6
9 | CCOC(=O)c1cc(-c2ccccc2)n(CC(=O)N2CCCC2)c1C | -3 | 3 | 9 | -9 | 15 | -6 | -3 | -7
6 | COc1cc(SC)ccc1C(=O)N1CCCCCC1 | -29 | 13 | 3 | -12 | -10 | -11 | 2 | -8

(cont.)
Screens in order – 697 NFkB inh, Apaf1 inhib, Gli-Sufu block, UBC13 polyUb, SENP7 inh, Jurkat NFkB inh, HKDC1 inh, SENP8 block
31. O=C(C1CC1)N1CCN(c2nc3ccccc3s2)CC1
→ -79, -12, -51, 1, -2, -75, -7, -6
32. COc1ccc(C(C(=O)NC2CCCC2)N(Cc2ccc(C)cc2)C(=O)c2ccn[nH]2)cc1OC (configuration not stated)
→ -3, -13, 12, 4, 10, -9, -2, -1
33. Cc1ncoc1C(=O)N1CCCC(N2CCN(c3cccc(C(F)(F)F)c3)CC2)C1 (configuration not stated)
→ 13, 14, 16, 6, -4, 7, 1, 5
34. C=CCN=C1SCC(=O)N1S(=O)(=O)c1ccccc1
→ 0, 9, -1, -2, -9, 3, -3, -16
35. CCCNc1sc(S(=O)(=O)CCC)nc1S(=O)(=O)c1ccc(C)cc1
→ 14, 19, 3, 8, -2, 10, -8, -6
36. CC(=O)N1CCCc2cc(S(=O)(=O)NC(C(=O)NCc3ccc(C)cc3)C(C)C)ccc21 (configuration not stated)
→ -22, -1, -14, -11, -10, 2, 2, -15
37. CC1CCN(S(=O)(=O)c2ccc3c(c2)CCN3C(=O)CCC(=O)O)CC1
→ 17, -1, 2, -1, -8, 8, -12, -12
38. COc1ccc(-c2csc3ncnc(N4CCN(C(=O)c5ccco5)CC4)c23)cc1
→ 9, 15, 0, -1, -7, 4, 2, -3
39. CCCCCCc1ccc(-c2ncc(N)cn2)cc1
→ -21, -1, -49, 21, 11, -81, -4, 4
40. Cc1cccc(C(=O)N2CC3(C)CC2CC(C)(C)C3)c1 (configuration not stated)
→ 4, -3, 5, 3, -5, 7, -11, 1
41. Cc1onc(-c2c(Cl)cccc2Cl)c1C(=O)Nc1ccc(N2CCOCC2)cc1
→ 23, 6, -2, -5, 2, -11, -9, 2
42. Cc1cccc(-n2c(SCC(=O)N3CCCC3)nnc2-c2ccccn2)c1C
→ -4, -1, -7, 4, -3, 17, -3, -2
43. CC1(C)CCC(=O)N2CC[C@H]3C[C@H](OC(=O)Nc4ccc5c(c4)OCO5)C[C@@H]1[C@H]32
→ -11, 3, -62, -3, -9, -51, -4, 2
44. O=C(CCc1nc2ccccc2c(=O)[nH]1)Nc1cccc(S(=O)(=O)N2CCCCC2)c1
→ -14, 4, 1, 4, -4, 14, 1, -2
45. COc1cc(/C=C(/C#N)c2nc3ccccc3[nH]2)ccc1OCC(=O)Nc1ccccc1C(C)C
→ 7, -16, -1, -10, -3, 30, 0, 1
46. CCc1nnc(NC(=O)c2cccc(S(=O)(=O)N3CCN(c4ccccc4)CC3)c2)s1
→ 7, 17, -6, 7, 9, 15, 0, 3
47. CC(C)C1=NN2C(=N)CC(=O)N=C2S1
→ -4, -10, 6, ?, 6, -1, 7, -6
48. COc1cc(C2NC(=O)NC3=C2C(=O)OC3)cc(OC)c1OC (configuration not stated)
→ -12, -9, 2, -5, -1, -1, -9, -10
49. CN(c1ccccc1)S(=O)(=O)c1ccc(Cl)c(C(=O)OCC(=O)NCc2ccco2)c1
→ -45, -3, 5, 0, -2, -11, 4, 1
50. CC(C)N(c1ccccc1)c1ccc(NC(=O)COC(=O)CCN2C(=O)c3cccc([N+](=O)[O-])c3C2=O)cc1
→ 11, 32, 10, -14, -8, -5, 8, -14
51. CC(=O)Nc1ccc(CN2CCN(Cc3ccc(C)cc3)C(CCO)C2)cc1 (configuration not stated)
→ 13, -13, 8, -7, -2, 0, -10, -7
52. CCCCCCn1c(SCC(=O)OC)nc2c1c(=O)[nH]c(=O)n2C
→ -3, 8, 2, 8, 8, 8, -17, 6
53. Cc1onc(-c2ccccc2Cl)c1C(=O)NCc1ccc(S(N)(=O)=O)cc1
→ 4, -7, 4, 1, -1, 3, -8, -7
54. CC(=O)Nc1cccc(NC(=O)Cc2ccc3ccccc3c2)c1
→ -24, 7, -25, -7, -13, -19, 0, -10
55. CCOC(=O)C1CCCN(C/C=C/c2ccccc2)C1 (configuration not stated)
→ 8, 1, 11, 2, -5, -10, -6, -5
56. CCCCn1c(=O)c(C(=O)N/N=C/c2ccc(F)cc2)c(O)c2ccccc21
→ 8, 5, ·, -14, -2, -10, ·, 1
57. Cc1ccc(CNC(=O)CSc2nc3ccccc3c(=O)n2CCCO)cc1
→ -6, 6, 2, 2, -7, 14, -1, 1
58. O=C(Cn1c(C2CC2)nc2ccccc2c1=O)Nc1ccc(Br)cc1
→ 1, 5, 5, 0, -3, -5, 0, -8
59. CN(CC(=O)NC(=O)NCc1ccco1)Cc1nc2ccccc2c(=O)[nH]1
→ 4, 1, -16, 0, 0, -1, 8, 3
60. CCC(C)NS(=O)(=O)c1ccc(OCC(=O)N2CCCCC2)cc1 (configuration not stated)
→ 3, -7, 24, 3, 6, -21, -3, 2

Part of the list above, limited to Apaf1 inhib, 697 NFkB inh and Jurkat NFkB inh:
cpd | smiles | Apaf1 inhib | 697 NFkB inh | Jurkat NFkB inh
51 | CC(=O)Nc1ccc(CN2CCN(Cc3ccc(C)cc3)C(CCO)C2)cc1 (configuration not stated) | -13 | 13 | 0
52 | CCCCCCn1c(SCC(=O)OC)nc2c1c(=O)[nH]c(=O)n2C | 8 | -3 | 8
53 | Cc1onc(-c2ccccc2Cl)c1C(=O)NCc1ccc(S(N)(=O)=O)cc1 | -7 | 4 | 3
54 | CC(=O)Nc1cccc(NC(=O)Cc2ccc3ccccc3c2)c1 | 7 | -24 | -19
55 | CCOC(=O)C1CCCN(C/C=C/c2ccccc2)C1 (configuration not stated) | 1 | 8 | -10
56 | CCCCn1c(=O)c(C(=O)N/N=C/c2ccc(F)cc2)c(O)c2ccccc21 | 5 | 8 | -10
